PKA-R2B act – activators of PKA-R2B holoenzyme, primary screen, biochemical, fluorescence polarization, Cy5-IP20, human; cAMP-dependent protein kinase catalytic subunit beta (Homo sapiens) + cAMP-dependent …; PKA-R2B holoenzyme dissociation; R2B truncated from residue 108, S112A mutant; 0% DMSO only, 100% 113 µM cGMP; activation, % at 11.4 µM; actives 0.079% (n = 340,000); AID 504700, 2011;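 active = activation above a cutoff set at the mean over all compounds plus 3 SD, cut at about 18% in these data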;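 also: higher means more holoenzyme dissociation and a rise in polarization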
Target sequence (P31323 whole entry, looked up, other chains not shown, the tested form may be a part): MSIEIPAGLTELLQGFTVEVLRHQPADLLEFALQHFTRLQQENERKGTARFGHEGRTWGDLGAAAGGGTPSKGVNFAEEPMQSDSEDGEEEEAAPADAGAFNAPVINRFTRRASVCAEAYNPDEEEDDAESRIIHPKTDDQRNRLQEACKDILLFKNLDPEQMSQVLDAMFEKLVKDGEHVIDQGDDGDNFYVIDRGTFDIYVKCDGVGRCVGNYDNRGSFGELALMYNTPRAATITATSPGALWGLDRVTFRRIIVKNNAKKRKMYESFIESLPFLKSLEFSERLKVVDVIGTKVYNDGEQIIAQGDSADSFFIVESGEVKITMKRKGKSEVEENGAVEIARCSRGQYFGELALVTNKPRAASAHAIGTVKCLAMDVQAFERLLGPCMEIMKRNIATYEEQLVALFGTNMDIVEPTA
V-ATPase pH – regulators of yeast V-ATPase proton pumping, primary screen, pHLuorin cytosolic pH fluorescence. S. cerevisiae. response, % at 10 µM. actives 0.37% (n = 350,000); in the data active = response mostly above about 7.3%, no sharp cut-off; inactive = mostly below about 5.4%; also: actives read high; inactives centre near 0; some compounds called inactive have numbers as strong as hits; reference of the scale not given here
MOR-DOR inv ag – inverse agonists of MOR-DOR heterodimerization, primary screen, cell-based, luminescence; cell-based MOR-DOR heterodimer luminescence, inverse agonism; inhibition, % at 9.3 µM; AID 504357, 2011; actives 0.21% (n = 340,000); in the data active = inhibition above about 22%, passing the limit was not always enough;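 also: 0% = cells with DMSO and 100% = wells without cells with DMSO; values of inactives mirror those of a sister screen read the other way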
Arrestin-AP2 inh – inhibitors of beta-arrestin/AP2 binding, primary screen, biochemical, GPCR trafficking, flow cytometry; FITC-arrestin peptide / GST-AP2 beads; AP2 beta2 appendage carries R879A mutation; inhibition, % at 10 µM; actives 0.31% (n = 340,000); beta-arrestin 1 C-terminal peptide binding to AP2 beta2-adaptin appendage (human);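 active = inhibition above a set limit, near 3 SD of compounds lacking own fluorescence, cut at about 54% in these data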;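 also: plate controls were DMSO wells for no effect and 5 µM unlabelled arrestin peptide for full effect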
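System: GST-AP2 R879A glutathione beads | Also added: FITC-arrestin peptide, 50 nM | Times: 12 min plus 1 h, RT | Signal: Bead flow cytometry, FITC channel | Buffer or medium: PBS with 0.05% Tween 20 and 0.1% BSA | Read-out basis: Percent drop in bead-associated FITC signal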
HTR5A ag – HTR5A agonists in luminescence cell assay, primary screen, counter-screen for OPRM1-OPRD1 heterodimer agonist project, full-deck HTS; 5-hydroxytryptamine receptor 5A (Homo sapiens), P47898; cell-based; activation, % at 9.3 µM; actives 0.61% (n = 340,000); in the data active = activation mostly above about 9.5%, no sharp cut-off; inactive = mostly below about 7.6%;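 also: 0% = cells with vehicle only and 100% = reference agonist; strong numbers were not always called active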
Target sequence (P47898 whole entry, looked up): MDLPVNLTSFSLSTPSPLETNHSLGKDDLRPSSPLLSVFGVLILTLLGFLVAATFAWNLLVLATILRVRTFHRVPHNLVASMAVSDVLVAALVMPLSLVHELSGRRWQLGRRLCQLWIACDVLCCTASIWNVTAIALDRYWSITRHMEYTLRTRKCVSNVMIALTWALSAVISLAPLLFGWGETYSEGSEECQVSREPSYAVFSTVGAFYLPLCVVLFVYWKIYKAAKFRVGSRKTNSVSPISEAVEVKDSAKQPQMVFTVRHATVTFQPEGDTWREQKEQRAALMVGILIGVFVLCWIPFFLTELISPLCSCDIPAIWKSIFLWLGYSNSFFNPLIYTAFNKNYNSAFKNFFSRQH
DAGLB inhibitor – DAGLB lipase inhibitors, primary screen, biochemical, fluorescence, HTS | inhibition, % at 5.17 µM | actives 0.059% (n = 340,000) | Diacylglycerol lipase-beta (Homo sapiens), Q8NCG7 | HEK293T DAGLB membrane lysate, EnzChek fluorogenic substrate; in the data active = inhibition above about 34%;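 also: 0% = enzyme with vehicle and 100% = wells lacking enzyme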
HTR5A inv ag – HTR5A inverse agonists in luminescence cell assay, primary screen, counter-screen for OPRM1-OPRD1 heterodimer inverse agonist project, full-deck HTS; 5-hydroxytryptamine receptor 5A (Homo sapiens), P47898; HTR5A cell line, inverse agonism; inhibition, % at 9.3 µM; actives 0.083% (n = 340,000); AID 504634, 2011; in the data active = inhibition mostly above about 23%, no sharp cut-off; inactive = mostly below about 18%;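 also: 0% = cells with DMSO and 100% = no-cell wells with DMSO; some compounds called inactive have numbers as strong as hits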
OPRM1-OPRD1 ag – agonists of OPRM1-OPRD1 heterodimerization, primary screen, cell-based, luminescence. Mu-type opioid receptor (Homo sapiens) + Delta-type opioid receptor (Homo sapiens), …. cells. activation, % at 9.3 µM. actives 0.3% (n = 340,000). AID 504326, 2011; in the data active = activation above about 18%;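 also: 0% = vehicle-treated cells and 100% = reference agonist; values of inactives mirror those of a sister screen read the other way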
Pemphigus Ab inh – inhibitors of pemphigus antibody binding to DSG3, primary screen, biochemical, bead-based, flow cytometry, scFv-GFP. DSG3-coupled beads, scFv-anti-DSG3-GFP binding; hits give low values. binding (percent of control), % at 10 µM. actives 0.48% (n = 310,000). AID 588358, 2011;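 active = binding more than 3 SD below its plate's average and above zero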;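 also: hits lower antibody fragment binding to DSG3; some compounds called inactive have numbers as strong as hits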
PKA-R1A act – activators of PKA-R1A holoenzyme, primary screen, biochemical, fluorescence polarization, Cy5-IP20, bovine R1A, mouse PKAc. actives 0.083% (n = 340,000). PKA-R1A dissociation; scaled: DMSO 0%, 113 µM cGMP 100%. cAMP-dependent protein kinase type I-alpha regulatory subunit (Bos taurus) + …. AID 504707, 2011. activation, % at 11.4 µM;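 active = percent activation above the mean of all tested compounds plus 3 SD, cut at about 19% in these data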;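 also: higher means more PKAc released from R1A so a rise in polarization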
* = called active by the depositor. Rows are unselected. About 2.4% of those tested had a hit in this group.

Results for O=C(CN(c1ccc(Br)cc1)S(=O)(=O)c1ccc(Cl)c([N+](=O)[O-])c1)NCC1CCCO1 (configuration not stated) ?
PKA-R2B act: -4; V-ATPase pH: -1; MOR-DOR inv ag: -5; Arrestin-AP2 inh: 4; HTR5A ag: -3; DAGLB inhibitor: 1; HTR5A inv ag: 7; OPRM1-OPRD1 ag: 1.3; Pemphigus Ab inh: 104; PKA-R1A act: -12

Results for COc1ccc(SCCN2CC[C@@H](C)CCC2=O)cc1 ?
PKA-R2B act: 5; V-ATPase pH: 1; MOR-DOR inv ag: 9; Arrestin-AP2 inh: -3; HTR5A ag: -2; DAGLB inhibitor: 0; HTR5A inv ag: 5; OPRM1-OPRD1 ag: -1.6; Pemphigus Ab inh: 109; PKA-R1A act: -2

What do the screens show for `O=C1CC(c2ccccc2)CC(O)=C1C=Nc1cccc(Cl)c1` (configuration not stated)?
PKA-R2B act: 0; V-ATPase pH: 1; MOR-DOR inv ag: 11; Arrestin-AP2 inh: 6; HTR5A ag: -4; DAGLB inhibitor: -4; HTR5A inv ag: -1; OPRM1-OPRD1 ag: -2.3; Pemphigus Ab inh: 104; PKA-R1A act: 0

What do the screens show for `O=C(CN1CCCCC1)Nc1cc(S(=O)(=O)N2CCOCC2)ccc1N1CCCC1`?
PKA-R2B act: 5; V-ATPase pH: 4; MOR-DOR inv ag: 7; Arrestin-AP2 inh: -8; HTR5A ag: -5; DAGLB inhibitor: -1; HTR5A inv ag: 11; OPRM1-OPRD1 ag: -1.6; PKA-R1A act: -5

What do the screens show for `CCOc1ccc(NC(=O)CSc2nnc(C3CC3)n2C)cc1`?
PKA-R2B act: 12; V-ATPase pH: 0; MOR-DOR inv ag: 19; Arrestin-AP2 inh: -5; HTR5A ag: 7; DAGLB inhibitor: -1; HTR5A inv ag: -20; OPRM1-OPRD1 ag: -3.6; Pemphigus Ab inh: 102; PKA-R1A act: -2

How did Cc1ccccc1CN(c1ccc(C(=O)NCC2CCCO2)cc1)S(C)(=O)=O (configuration not stated) do in these assays?
PKA-R2B act: 3; V-ATPase pH: 1; MOR-DOR inv ag: 13; Arrestin-AP2 inh: 2; HTR5A ag: -4; DAGLB inhibitor: 0; HTR5A inv ag: 10; OPRM1-OPRD1 ag: -2.5; Pemphigus Ab inh: 101; PKA-R1A act: 0

Results for CC1CCCCN1C(=O)CSc1nnc2c(n1)[nH]c1ccccc12 (configuration not stated) ?
PKA-R2B act: 3; V-ATPase pH: -3; MOR-DOR inv ag: 0; Arrestin-AP2 inh: 5; HTR5A ag: 2; DAGLB inhibitor: -1; HTR5A inv ag: 0; OPRM1-OPRD1 ag: 0.0; PKA-R1A act: -3

Results for Cc1cc(/C=C2\SC(=S)N(C)C2=O)c(C)n1-c1ccccc1O ?
PKA-R2B act: -2; V-ATPase pH: 0; MOR-DOR inv ag: -72; Arrestin-AP2 inh: 1; HTR5A ag: 1; DAGLB inhibitor: -7; HTR5A inv ag: -2; OPRM1-OPRD1 ag: 14; Pemphigus Ab inh: 101; PKA-R1A act: -3

How did COc1ccc(CCN(C(=O)COc2ccccc2)c2nc(-c3ccccc3)cs2)cc1OC do in these assays?
PKA-R2B act: 0; V-ATPase pH: -1; MOR-DOR inv ag: 1; Arrestin-AP2 inh: 15; HTR5A ag: -4; DAGLB inhibitor: -10; HTR5A inv ag: 10; OPRM1-OPRD1 ag: -0.3; Pemphigus Ab inh: 104; PKA-R1A act: -3

How did Cc1cc(OCC(=O)Nc2ccc(N3CCN(C(=O)c4ccco4)CC3)cc2)cc(C)c1Cl do in these assays?
PKA-R2B act: -11; V-ATPase pH: -3; MOR-DOR inv ag: -7; Arrestin-AP2 inh: -1; HTR5A ag: 3; DAGLB inhibitor: 4; HTR5A inv ag: 11; OPRM1-OPRD1 ag: 1.2; Pemphigus Ab inh: 124; PKA-R1A act: 1

What do the screens show for `CC(=O)N1C[C@H]2CON(C)[C@H]2C[C@H]1c1ccccc1Br`?
PKA-R2B act: 3; V-ATPase pH: 0; MOR-DOR inv ag: 8; Arrestin-AP2 inh: 3; HTR5A ag: -1; DAGLB inhibitor: 1; HTR5A inv ag: 4; OPRM1-OPRD1 ag: -1.8; Pemphigus Ab inh: 103; PKA-R1A act: -8

How did O=C(Nc1ccc(Br)cn1)c1ccc2nccnc2c1 do in these assays?
PKA-R2B act: 10; V-ATPase pH: -2; MOR-DOR inv ag: -1; Arrestin-AP2 inh: -3; HTR5A ag: -1; DAGLB inhibitor: -1; HTR5A inv ag: 3; OPRM1-OPRD1 ag: 0.2; Pemphigus Ab inh: 94; PKA-R1A act: 3

Results for COC(=O)c1cn(NC(=O)c2cc([N+](=O)[O-])ccc2F)c(=O)c2ccccc12 ?
PKA-R2B act: -6; V-ATPase pH: 2; MOR-DOR inv ag: 1; Arrestin-AP2 inh: 6; HTR5A ag: -5; DAGLB inhibitor: 3; HTR5A inv ag: 14; OPRM1-OPRD1 ag: -0.2; Pemphigus Ab inh: 131; PKA-R1A act: -3

What do the screens show for `COCCn1nnnc1C(CC(C)C)N1CCN(c2cccc(OC)c2)CC1` (configuration not stated)?
PKA-R2B act: -1; V-ATPase pH: -4; MOR-DOR inv ag: 17; Arrestin-AP2 inh: 10; HTR5A ag: -2; DAGLB inhibitor: -3; HTR5A inv ag: 5; OPRM1-OPRD1 ag: -3.4; Pemphigus Ab inh: 103; PKA-R1A act: -5

What do the screens show for `Clc1ccc(/C=C/c2ncc[nH]2)c(Cl)c1`?
PKA-R2B act: -2; V-ATPase pH: 5; MOR-DOR inv ag: 2; Arrestin-AP2 inh: -3; HTR5A ag: -1; DAGLB inhibitor: 1; HTR5A inv ag: 3; OPRM1-OPRD1 ag: -0.4; Pemphigus Ab inh: 98; PKA-R1A act: 5

Ordered by SMILES length (low to high): part of the list above.
What do the screens show for `Clc1ccc(/C=C/c2ncc[nH]2)c(Cl)c1`?
PKA-R2B act: -2; V-ATPase pH: 5; MOR-DOR inv ag: 2; Arrestin-AP2 inh: -3; HTR5A ag: -1; DAGLB inhibitor: 1; HTR5A inv ag: 3; OPRM1-OPRD1 ag: -0.4; Pemphigus Ab inh: 98; PKA-R1A act: 5

How did O=C(Nc1ccc(Br)cn1)c1ccc2nccnc2c1 do in these assays?
PKA-R2B act: 10; V-ATPase pH: -2; MOR-DOR inv ag: -1; Arrestin-AP2 inh: -3; HTR5A ag: -1; DAGLB inhibitor: -1; HTR5A inv ag: 3; OPRM1-OPRD1 ag: 0.2; Pemphigus Ab inh: 94; PKA-R1A act: 3

Results for COC(=O)c1cn(NC(=O)c2cc([N+](=O)[O-])ccc2F)c(=O)c2ccccc12 ?
PKA-R2B act: -6; V-ATPase pH: 2; MOR-DOR inv ag: 1; Arrestin-AP2 inh: 6; HTR5A ag: -5; DAGLB inhibitor: 3; HTR5A inv ag: 14; OPRM1-OPRD1 ag: -0.2; Pemphigus Ab inh: 131; PKA-R1A act: -3

Next part
Results for CCOCCCNC(=O)C1CC(=O)N(CCc2ccc(C)cc2)C1 (configuration not stated) ?
PKA-R2B act: -2; V-ATPase pH: -1; MOR-DOR inv ag: 4; Arrestin-AP2 inh: 43; HTR5A ag: 1; DAGLB inhibitor: -1; HTR5A inv ag: -3; OPRM1-OPRD1 ag: -0.9; Pemphigus Ab inh: 89; PKA-R1A act: -2

Results for CC(=O)N1CCCN(C(=O)c2ccc3nc(Cc4ccccc4F)oc3c2)CC1 ?
PKA-R2B act: -8; V-ATPase pH: 0; MOR-DOR inv ag: 14; Arrestin-AP2 inh: -6; HTR5A ag: 5; DAGLB inhibitor: -1; HTR5A inv ag: -14; OPRM1-OPRD1 ag: -2.5; Pemphigus Ab inh: 104; PKA-R1A act: -9

What do the screens show for `COc1ccc(NS(=O)(=O)c2csc(C(=O)Nc3ccccc3)c2)cc1`?
PKA-R2B act: 4; V-ATPase pH: 1; MOR-DOR inv ag: -6; Arrestin-AP2 inh: -11; HTR5A ag: 4; DAGLB inhibitor: -1; HTR5A inv ag: -10; OPRM1-OPRD1 ag: 1.2; Pemphigus Ab inh: 106; PKA-R1A act: -7

How did CCN(CC)CCNC(=O)c1[nH]c2ccc(OCc3ccccc3)cc2c1C do in these assays?
PKA-R2B act: -1; V-ATPase pH: -1; MOR-DOR inv ag: -13; Arrestin-AP2 inh: -5; HTR5A ag: 4; DAGLB inhibitor: 1; HTR5A inv ag: -9; OPRM1-OPRD1 ag: 2.7; Pemphigus Ab inh: 99; PKA-R1A act: 4

How did O=C1CC(N2CCN(c3ccc(Cl)c(Cl)c3)CC2)C(=O)N1 (configuration not stated) do in these assays?
PKA-R2B act: 0; V-ATPase pH: 5; MOR-DOR inv ag: 13; Arrestin-AP2 inh: -2; HTR5A ag: 3; DAGLB inhibitor: 1; HTR5A inv ag: -15; OPRM1-OPRD1 ag: -2.5; Pemphigus Ab inh: 98; PKA-R1A act: 4

What do the screens show for `COC(=O)c1c(C)[nH]c(C(=O)COC(=O)c2c(C)noc2C)c1C`?
PKA-R2B act: -12; V-ATPase pH: -4; MOR-DOR inv ag: 5; Arrestin-AP2 inh: -9; HTR5A ag: -1; DAGLB inhibitor: -2; HTR5A inv ag: 2; OPRM1-OPRD1 ag: -1.0; Pemphigus Ab inh: 102; PKA-R1A act: -14

What do the screens show for `Cn1c(NC(=O)C2CC2)cc(=O)n(C)c1=O`?
PKA-R2B act: -8; V-ATPase pH: 4; MOR-DOR inv ag: 4; Arrestin-AP2 inh: 7; HTR5A ag: 1; DAGLB inhibitor: 0; HTR5A inv ag: -2; OPRM1-OPRD1 ag: -0.7; Pemphigus Ab inh: 106; PKA-R1A act: 0

Results for CCC(=O)N1c2ccc(S(=O)(=O)N3CCCCC3)cc2CC1C (configuration not stated) ?
PKA-R2B act: 5; V-ATPase pH: 0; MOR-DOR inv ag: 11; Arrestin-AP2 inh: -8; HTR5A ag: 1; DAGLB inhibitor: 0; HTR5A inv ag: -4; OPRM1-OPRD1 ag: -2.1; Pemphigus Ab inh: 112; PKA-R1A act: 1

What do the screens show for `Cc1ccc2c(CC(=O)N3CCN(S(=O)(=O)c4cccs4)CC3)coc2c1`?
PKA-R2B act: -4; V-ATPase pH: -3; MOR-DOR inv ag: 13; Arrestin-AP2 inh: -5; HTR5A ag: 3; DAGLB inhibitor: -3; HTR5A inv ag: -8; OPRM1-OPRD1 ag: -3.1; PKA-R1A act: 5

Compound activity deposited in PubChem BioAssay by several laboratories.
